Bioassay records (PubChem BioAssay)
CHT PAM: human CHT allosteric activation. CHT-expressing cells, membrane potential dye, choline EC20; active compounds read high; LV-AA mutant CHT in HEK293 cells. B-score at 10 µM. actives 0.49% (n = 310,000). AID 488977;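 active = initial fluorescence not abnormally high and integrated response B-score, plate-corrected, over 3 SD above library mean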
Target sequence (Q9GZV3 whole entry, looked up): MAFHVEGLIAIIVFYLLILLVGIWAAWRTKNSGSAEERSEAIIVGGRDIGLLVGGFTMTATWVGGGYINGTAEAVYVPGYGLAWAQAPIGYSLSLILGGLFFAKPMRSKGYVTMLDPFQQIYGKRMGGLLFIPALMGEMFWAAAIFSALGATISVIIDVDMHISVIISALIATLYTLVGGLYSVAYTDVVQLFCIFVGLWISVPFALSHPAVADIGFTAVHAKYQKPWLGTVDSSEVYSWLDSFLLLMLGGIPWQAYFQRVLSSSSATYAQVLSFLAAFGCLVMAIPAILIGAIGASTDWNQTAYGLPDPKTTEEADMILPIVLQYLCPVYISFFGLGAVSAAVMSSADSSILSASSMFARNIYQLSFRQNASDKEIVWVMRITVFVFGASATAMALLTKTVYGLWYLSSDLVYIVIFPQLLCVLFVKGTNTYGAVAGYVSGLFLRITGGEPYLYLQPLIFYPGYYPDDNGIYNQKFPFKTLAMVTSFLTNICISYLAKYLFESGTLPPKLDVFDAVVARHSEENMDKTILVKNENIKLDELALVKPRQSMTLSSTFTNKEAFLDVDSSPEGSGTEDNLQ
CHT block: inhibitors of human choline transporter CHT | Q9GZV3 | CHT-expressing cells, membrane potential dye, choline response; active compounds read low | B-score at 10 µM | actives 0.86% (n = 310,000) | AID 488975;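 active = B-score over 3 SD under the library average, and starting fluorescence ratio not unusually high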;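 also: choline stimulus applied at its EC90 after an EC20 pre-addition; B-score computed on integrated fluorescence ratio after choline addition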
Numbers without * were called inactive; i = inactive.

Molecule,CHT block,CHT PAM
COc1ccc(NC(=S)N(Cc2cccc(Br)c2)CC2CCC(C(=O)O)CC2)cc1 (configuration not stated),i,i
COc1ccc(COCCN2CCN(S(=O)(=O)c3ccc(C)cc3)CCC2=O)cc1,i,i
CCN1CCN(c2ccc(S(=O)(=O)N3CCCCC3)cc2NC(=O)c2ccc(C)o2)CC1,i,i
Cc1oc2ccc(OC(=O)COc3c(F)c(F)c(F)c(F)c3F)cc2c1C(=O)OC(C)C,i,i
O=C(N/C(=C\c1ccc(F)cc1)C(=O)N1CCCCCC1)c1ccccc1,i,i
Cc1cccc(-n2c(C)cc(C(=S)N3CCOCC3)c2C)c1C,i,i
CCn1c(C)[n+](CCOC(C)=O)c2cc(Cl)c(Cl)cc21,i,i
CN1C(=O)[C@H]2[C@@H](/C=C/c3ccccc3)N3C(=O)CN(Cc4ccccc4)C(=O)[C@@]3(C)[C@H]2C1=O,i,i
COc1ccccc1C1C(C(N)=O)=C(C)Nc2nc(-c3ccc(Cl)cc3)nn21 (configuration not stated),i,i
Cc1cc2n(n1)C(c1sccc1C)Nc1ccccc1-2 (configuration not stated),i,i
CCOc1ccc(OCCOCCN2CCOCC2)cc1,i,i
Cc1cc(N)n2nc(-c3ccccc3)c(-c3ccccc3)c2n1,i,i
C1CCN(c2nc3nonc3nc2N2CCCCC2)CC1,i,i
Cc1nc(C)n(CC(O)COc2ccc3cc(Br)ccc3c2)n1 (configuration not stated),i,i
CCOC(=O)CN1CC23C=CC(O2)C(C(=O)NC2CCCC2)C3C1=O (configuration not stated),i,i
COC(=O)C(NC(=O)c1ccccc1)=C1CCCCC1,i,i
O=C(NCC1COCCO1)c1ccc2nc(Cc3cccc(Cl)c3)oc2c1 (configuration not stated),i,i
Cc1nnc(SC(C)C(=O)Nc2ccc3ccccc3c2)[nH]c1=O (configuration not stated),i,i
Cc1onc(-c2ccccc2Cl)c1C(=O)N(C)CC(=O)Nc1ccc(F)c(F)c1F,i,i
Cc1ccc(C)c(-c2nnc(NC(=O)C3=COCCO3)o2)c1,i,i
Cc1nc(-c2cccc(S(=O)(=O)N3CCOCC3)c2)cs1,i,i
O=C(O)c1ccccc1C(=O)N1CCN(c2ccccc2)CC1,i,i
Cc1nnc(SCC2=C(C(=O)O)N3C(=O)C(NC(=O)Cn4cnnn4)C3SC2)s1 (configuration not stated),i,i
CSCCC(NC(=O)COc1ccccc1)C(=O)N1CCN(c2ccccc2O)CC1 (configuration not stated),i,i
CC1C(=O)CCC1(C(=O)O)c1ccccc1 (configuration not stated),i,i
CCOC(=O)c1c(NC(=O)c2ccco2)sc2c1CCCCC2,i,i
COc1ccc(-c2c(C(=O)O)c(C(=O)O)c3n2CCC3)cc1,i,i
CCOC(=O)c1ccc(NC(=O)Nc2cc(C)on2)cc1,i,i
COC(=O)[C@@H](NC(=O)NCc1ccc(F)cc1)C(C)C,i,i
CCC1(C)Nc2ccccc2C(=O)N1O (configuration not stated),i,i
CC(C)N(C(=O)/C=C/c1cccc([N+](=O)[O-])c1)C(C)C,i,i
Cc1c(/C=N/O)c2ccccn2c1C(=O)c1ccc(F)cc1,i,i
CC(NC(=O)CSc1nc2ccccc2c(=O)n1CCCO)c1ccccc1 (configuration not stated),i,i
Cc1ccccc1N1CCN(S(=O)(=O)c2nnc(NC(=O)CC(C)C)s2)CC1,i,i
COCCN(C(=O)COC(=O)COc1ccc2c(c1)CCC2)c1c(N)n(Cc2ccccc2)c(=O)[nH]c1=O,i,i
Cc1ccc(OCC(=O)NNC(=O)c2ccoc2C)c(Br)c1,i,i
COc1ccc(CCNC(=O)CCc2ccc(S(=O)(=O)NCC(C)C)cc2)cc1OC,i,i
O=C(CCNC(=O)c1ccccc1)Nc1cccnc1,i,i
Cc1ccc(OCC(=O)Nc2cccc3c2CCCC3)cc1C,i,i
O=C(N/N=C/c1ccccc1F)c1ccc(COc2ccccc2Cl)o1,i,i

Molecules shown so far containing a Cl atom (5):
Molecule,CHT block,CHT PAM
CCn1c(C)[n+](CCOC(C)=O)c2cc(Cl)c(Cl)cc21,i,i
COc1ccccc1C1C(C(N)=O)=C(C)Nc2nc(-c3ccc(Cl)cc3)nn21 (configuration not stated),i,i
O=C(NCC1COCCO1)c1ccc2nc(Cc3cccc(Cl)c3)oc2c1 (configuration not stated),i,i
Cc1onc(-c2ccccc2Cl)c1C(=O)N(C)CC(=O)Nc1ccc(F)c(F)c1F,i,i
O=C(N/N=C/c1ccccc1F)c1ccc(COc2ccccc2Cl)o1,i,i

Other entries follow.
Molecule,CHT block,CHT PAM
CCCc1nc(-c2cc3cc(C)ccc3[nH]c2=O)no1,i,i
Cc1ccnc(Nc2nc3ccccc3s2)n1,i,i
Cc1cnc(=O)[nH]c1SCc1cccc([N+](=O)[O-])c1,i,i
O=C(OCC(=O)C12CC3CC(CC(C3)C1)C2)c1ccc(O)cc1O,i,i
O=C(/C=C/c1cccc([N+](=O)[O-])c1)N1CC[C@@]2(O)CCCC[C@H]2C1,i,i
Cc1ccc(C(=O)COC(=O)CNC(=O)c2cccs2)cc1C,i,i
Cc1ccc(S(=O)(=O)N(C)C)cc1NC(=O)COC(=O)COc1ccc2c(c1)CCC2,i,i
CCOC(=O)N1CCN(C(=O)C2CCCN(S(C)(=O)=O)C2)CC1 (configuration not stated),i,i
O=C(OC1CCN(c2ncc(C(F)(F)F)cc2Cl)CC1)c1ccccc1,i,i
C=CCNC(=S)NNC(=O)c1ccc([N+](=O)[O-])cc1,i,i
COCCNC(=O)C(c1ccco1)N(C(=O)Cn1nnc2ccccc21)c1cccc(C)c1C (configuration not stated),i,i
COc1ccc(C(O)(C2CCCCC2)C(CN2CCOCC2)c2ccccc2)cc1 (configuration not stated),i,i
C=CCn1c(Cc2cccc3ccccc23)n[nH]c1=S,i,i
Cc1ccc(CSCC(=O)Nc2ccccc2F)cc1,i,i
CC(=O)c1cccc(NC(=O)/C(=C/c2ccco2)NC(=O)c2ccco2)c1,i,i
CC1=NNC(=O)/C1=C\c1cn(-c2ccccc2)nc1-c1ccc(Cl)cc1,i,i

Of the compounds above, these contain bromine.
Molecule,CHT block,CHT PAM
COc1ccc(NC(=S)N(Cc2cccc(Br)c2)CC2CCC(C(=O)O)CC2)cc1 (configuration not stated),i,i
Cc1nc(C)n(CC(O)COc2ccc3cc(Br)ccc3c2)n1 (configuration not stated),i,i
Cc1ccc(OCC(=O)NNC(=O)c2ccoc2C)c(Br)c1,i,i

Next part
Molecule,CHT block,CHT PAM
CCOC(=O)C1=C(SCC)c2cc3c(n2C1=O)CCCC3,i,i
Cc1ccccc1-c1nc2cc(Cl)ccc2o1,i,i
CN1/C(=C\C=N\NC(=O)c2ccc(O)cc2)C(C)(C)c2ccccc21,i,i
CCn1c(SCC(=O)N2CCCc3ccccc32)nc2c(c1=O)SC(C)C2 (configuration not stated),i,i
Cn1c(C(=O)NCCC2=CCCCC2)cc2c(=O)n3ccccc3nc21,i,i
CCN1CCN(C(=O)CSc2ccc(C)cc2)CC1,i,i
CCN(CC)S(=O)(=O)c1cccc(C(=O)N/N=C/c2ccc(N3CCOCC3)cc2)c1,i,i
O=C1CC(Cc2ccccc2)C(=O)N1c1ccccn1 (configuration not stated),i,i
COc1cc(C(=O)N/N=C/c2coc3ccc(Cl)cc3c2=O)ccc1O,i,i
CN(C)Cc1cc(O)c(CN(C)C)cc1O,i,i
Cc1ccccc1Cc1c(C)nc2c(C(=O)N3CCN(Cc4ccc5c(c4)OCO5)CC3)cnn2c1C,i,i
C=CCn1c(-c2ccncc2)n[nH]c1=S,i,i
Cc1cccc(NC(=O)C2CCN(C(=O)[C@@H]3Cc4ccccc4CN3)CC2)c1,i,i
O=C(NC(=S)Nc1ccccn1)c1ccccc1,i,i
COc1cc(/C=N/n2c(-c3cc(C)[nH]n3)n[nH]c2=S)cc(OC)c1O,i,i
Cc1cc(C(=O)CSc2nnc(N)s2)c(C)n1CCc1ccc(F)cc1,i,i
CC1(C)CC(=O)C2=C(C1)c1c(ccc3ccccc13)NC2c1ccc(Br)o1 (configuration not stated),i,i
Cc1ccc(Cl)c2c1=NC(=O)C=2c1[nH]c(=S)[nH]c1O,-5.8*,i
Cc1ccc(N2CC(C(=O)N3CCc4ccccc4C3)CC2=O)cc1 (configuration not stated),i,i
CCCCc1nc2cc(C(=O)NCc3nccn3CC)ccc2o1,i,i
CC(C)CC(NC(=O)CNC(=O)C1O[C@@H]2OC(C)(C)O[C@@H]2[C@H]2OC(C)(C)O[C@@H]12)C(=O)O (some centres not stated),i,i
Cc1cc(Cl)c(OCCn2ccnc2)c(Br)c1,i,i
Cc1ccc(NC(=O)C2CCN(S(=O)(=O)c3cccs3)CC2)c(O)c1,i,i
COc1ccc(NC(=O)N(CCCN(C)C)Cc2cc3cc(OC)ccc3[nH]c2=O)cc1,i,i
COc1ccc(/C=N/NC(=O)c2nnn(-c3nonc3N)c2CN(C)C2CCCCC2)cc1,i,i
O=C1c2ccccc2C(=O)N1CCCn1nnc(-c2ccc(N3CCOCC3)cc2)n1,i,i
COc1ccc(/C(O)=C2/C(=O)C(=O)N(CCN(C)C)C2c2cccnc2)cc1C (configuration not stated),i,i
CCOC(=O)c1c(NC(=O)c2ccncc2)sc(C)c1C,i,i
N#C/C(=C\c1ccc(OC(=O)c2ccccn2)cc1)C(N)=O,i,i
COc1cc(C(=O)NCCCNc2nc3cc(C)cc(C)c3cc2C#N)cc(OC)c1OC,i,i
COc1ccc(NC(=O)C23CCC(C2)C(C)(C)C3=O)cc1 (configuration not stated),i,i
O=C(Nc1cccc(Cl)c1)c1cc(F)cc2c1OCOC2,i,i
Cc1ccc(N(C(=O)c2csnn2)C(C(=O)NC2CCCCC2)c2cccnc2)cc1 (configuration not stated),i,i
CN1CCN(C(=O)c2cc3ccccc3[nH]2)CC1,i,i
COc1cc(/C=C/C(=O)O)cc(S(=O)(=O)Nc2cccc(SC)c2)c1OC,i,i
NS(=O)(=O)c1cccc(NC(=O)CC2(CC(=O)O)CCCC2)c1,i,i
Cc1ccc2c(c1)nnn2C1CCN(S(=O)(=O)c2cccc(S(=O)(=O)N(C)C)c2)CC1,i,i
COc1cccc(NC(=O)C2C3C=CC(O3)C2C(=O)O)c1 (configuration not stated),i,i
CCCCN(C(=O)c1cccc(-n2cccc2)c1)c1c(N)n(Cc2ccccc2)c(=O)[nH]c1=O,i,i
Cc1c(C(=O)/C=C/c2cccs2)oc2ccc(F)cc12,i,i
c1ccc(Cn2nnc3c(N4CCc5ccccc5C4)ncnc32)cc1,i,i
CC(=O)N1CCc2cc(S(=O)(=O)NCCC(=O)N3CCN(Cc4ccccc4)CC3)ccc21,i,i
Cc1ccc(-c2csc(=S)[nH]2)cc1,i,i
C=CCNc1nc(N)c([N+](=O)[O-])c(Nc2ccccc2OC)n1,i,i
Cc1ccc(O)c(CNCCNCc2cc(C)ccc2O)c1,i,i
CCOC(=O)CSc1nnc(-c2ccco2)n1C,i,i
O=C1SC(SCc2ccccc2)=N/C1=C\c1ccco1,i,i
O=C(CSc1nnc(COc2ccc(F)cc2)o1)N1c2ccccc2CCc2ccccc21,i,i
COc1cc2c3nnc(-c4ccc(F)cc4)c-3cn(Cc3cccc(C)c3)c2cc1OC,i,i
COc1ccc(Nc2nc(N)nc(CSc3n[nH]c(-c4ccccc4)n3)n2)cc1,i,i
CCC(=O)c1c[nH]c(C(=O)NCc2cccnc2)c1,i,i
CCOC(=O)CC(NC(=O)C1c2ccccc2Oc2ccccc21)c1ccc(C)cc1 (configuration not stated),i,i
CC(CCc1ccccc1)NC(=O)N1CCOCC1 (configuration not stated),i,i
CC(NC(=O)c1ccco1)C(=O)NC(C)c1cc(F)c(Cl)cc1Cl (configuration not stated),i,i
O=c1c2ccccc2nc(-c2ccc(Cl)cc2Cl)n1CCCn1ccnc1,i,i
COc1cccc(C2=NOC(C(=O)NCc3ccco3)C2)c1 (configuration not stated),i,i

Continued.
Molecule,CHT block,CHT PAM
N#Cc1ccc(OCC(=O)OCC(=O)Nc2cc(C(F)(F)F)ccc2N2CCOCC2)cc1,i,i
Cc1ccc(CS(=O)Cc2ccc(C(=O)N3CCN(c4ccccn4)CC3)o2)cc1 (configuration not stated),i,i
CCOC(=O)C1CCCN(C(=O)C(=O)Nc2ccc3nc4n(c(=O)c3c2)CCCCC4)C1 (configuration not stated),i,i
CCOC(=O)N1CCC(NC(=O)c2cc(C(=O)NCC(OC)OC)ccc2CO)CC1,i,i
C#CCOCCOCCOCCNc1nc(N2CCN(C(=O)[C@H](CCCCN)n3cc(CCC(=O)O)nn3)CC2)nc(N2CCN(C(=O)[C@H](CCCCN)n3cc(CC(C)O)nn3)CC2)n1 (some centres not stated),i,i
COc1ccc(/C=N/NC(=O)c2ccc(=O)n(C)c2)cc1OC,i,i
O=C1C2C3CCC(C3)C2C(=O)N1c1ccc2ccccc2c1 (configuration not stated),i,i
COc1cccc(Cn2c(=O)c3[nH]cnc3n(-c3ccccc3C)c2=O)c1,i,i
COc1ccc(CN2CCN(CCCCOc3ccc(Cl)cc3)CC2)c(OC)c1OC,i,i
CCOC(=O)N1CCN(C(=O)C2CC(c3ccc(F)cc3)=NO2)CC1 (configuration not stated),i,i
CC1=NN(C(N)=S)C(=O)C1N=Nc1ccccc1C(=O)O (configuration not stated),i,i
Cc1cccc(NC(=O)c2cc(S(=O)(=O)NCc3ccco3)ccc2F)c1C,i,i
NC(=O)C1CCN(C(=O)CN(c2cccc(Cl)c2)S(=O)(=O)c2ccccc2)CC1,i,i
